# Bioassay records as filed in PubChem BioAssay.
# Mito fusion act: inhibitors of mitochondrial division or activators of mitochondrial fusion | S. cerevisiae fusion-defective mutant growth rescue, CellTiterGlo 48 h | Potency, µM (top dose mostly 46.1 µM), inactives show top-dose growth rescue (activation), hits mostly activators | 0.23% of 320,000 active;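 also: potency is read from the fitted curve at half-maximal effect; % of control where 0% means no effect; nearly all actives have a fitted effect of over 45% in size; temperature-sensitive fusion mutants such as fzo1-1 at 37 °C on non-fermentable ethanol glycerol medium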
#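 Luminescent cell viability in 1536-well qHTS format served as the measure of rescued growth in ts fusion-mutant S. cerevisiae cultured on non-fermentable YPEG for 48 hours at 37C.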
# TSHR antag: antagonists of human thyroid stimulating hormone receptor; TSHR-expressing cells, TSH-stimulated cAMP HTRF, 2 h; stronger effect = lower value; activity change, negative = inhibition, % at 11.5 µM; 0.2% of 330,000 active;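 active = activity change below a set negative limit, meaning inhibition stronger than a set level, cut at about -70% in these data; inconclusive = activity change between two set negative limits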; also: % is scaled to controls: 0 for no effect and ±100 for the full control effect
# Target sequence (P16473 whole entry, looked up): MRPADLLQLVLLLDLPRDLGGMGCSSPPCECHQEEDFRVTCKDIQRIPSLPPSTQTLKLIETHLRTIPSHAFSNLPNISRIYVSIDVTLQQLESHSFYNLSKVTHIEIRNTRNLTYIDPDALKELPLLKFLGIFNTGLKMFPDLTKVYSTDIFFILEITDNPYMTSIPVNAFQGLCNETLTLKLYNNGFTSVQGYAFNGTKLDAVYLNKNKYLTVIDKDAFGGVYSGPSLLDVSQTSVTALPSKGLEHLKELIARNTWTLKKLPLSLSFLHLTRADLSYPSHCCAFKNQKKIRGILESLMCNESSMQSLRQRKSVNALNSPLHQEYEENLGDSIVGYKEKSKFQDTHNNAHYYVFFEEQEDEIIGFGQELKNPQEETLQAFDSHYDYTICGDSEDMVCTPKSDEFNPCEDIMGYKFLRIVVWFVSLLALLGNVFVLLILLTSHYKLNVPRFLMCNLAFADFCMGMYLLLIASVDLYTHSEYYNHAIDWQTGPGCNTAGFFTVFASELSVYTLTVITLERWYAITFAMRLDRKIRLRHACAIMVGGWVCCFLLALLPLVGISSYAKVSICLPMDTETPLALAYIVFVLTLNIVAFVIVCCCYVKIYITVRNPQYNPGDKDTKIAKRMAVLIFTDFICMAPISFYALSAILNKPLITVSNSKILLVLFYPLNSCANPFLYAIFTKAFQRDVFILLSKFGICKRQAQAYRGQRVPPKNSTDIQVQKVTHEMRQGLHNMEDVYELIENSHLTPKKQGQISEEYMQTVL
#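 TSHR-expressing cells were treated with compounds, then stimulated with TSH at EC80 (4nM final) for 2 hours at 37 deg C. Cellular cAMP was measured by HTRF competition between lysate cAMP and cAMP-d2 for a cryptate-labelled anti-cAMP antibody.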
# Menin MLL FP TR: displaces Texas Red mutant MLL peptide from human menin | O00255 | Menin + Texas Red MLL mutant peptide, fluorescence polarization | Potency, µM (titrated, usually from 61.6 µM), inactives show at the highest dose FP activity change, negative = inhibition, most hits filed as inhibitors | 0.23% of 270,000 active; active = well fitted inhibition curve with a large enough effect in the polarisation, with a control signal flat, not every such curve was filed as active; inconclusive = small, poorly fitted or top-dose-only effect, or effect the other way, or a change in a side signal; inactive = no such curve, though single readings can be large or run the other way; the % refers to the polarisation; also: potency is read from the fitted curve at half-maximal effect; % of control where 0% means no effect; many of its hits are not listed in these tables
# A-T KAP1 phos: potential ataxia-telangiectasia treatments restoring KAP-1 phosphorylation. […] A-T fibroblasts, KAP-1 phosphorylation AlphaLISA; neocarzinostatin DNA damage 30 min before lysis. Potency, µM (series often up to 57.5 µM), for inactives: at the highest dose activation, actives largely listed as activators. 0.19% of 320,000 active. AID 485349; also: potency is read from the fitted curve at half-maximal effect; % of control where 0% means no effect; nearly all actives have a fitted effect of over 45% in size
#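 ATM-like activity read as KAP-1 phosphorylation via AlphaLISA donor/acceptor antibody pairs after lysis and 6 hr at 25C. Cells were ATM-null patient fibroblasts ([…], hTERT), dosed 60 min, then exposed to the DSB inducer NCS for 30 min.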
# TCR act: T cell receptor activation | 330,000 tested, under 10 active | Potency, µM (titrated, usually from 9.22 µM), for the others: top-dose activation of IL-2 secretion, hits mostly activators | primary human leukocytes, anti-CD3, IL-2 HTRF, 48 h; also: % of control where 0% means no effect
#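 Compounds are tested in HTS on primary human leukocytes co-incubated with a-CD3 beads for 48 hr. IL-2 output is measured by time-resolved FRET.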
# Integrin act MD: integrin-mediated muscular dystrophy alleviation activation; Potency, µM (doses to about 38.3 µM), for inactives: at the highest dose activation, most hits filed as activators; alpha7betagal myoblasts, beta-gal FDG fluorescence, 48 h; 0.064% of 350,000 active;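 also: potency is read from the fitted curve at half-maximal effect; 100% = response of the positive control SU9516; nearly all actives have a fitted effect of over 60% in size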
#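 Alpha7betagal+/- myoblasts (passage 13) were plated 16-24 hr, then exposed to compounds (1:260 dilution of DMSO stock) for 48 hours at 37C. After MPER lysis, β-galactosidase reporter activity was read as FDG fluorescence (ex 480/em 540) after 30 minutes.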
# MLL CXXC-DNA inh: blocks binding of human MLL CXXC domain to DNA; Q03164; Potency, µM (highest dose often 115 µM), for inactives: top-dose activity change, negative = inhibition, most hits filed as inhibitors; AID 2662; 0.037% of 290,000 active; MLL-CXXC / FITC-HOXA9 DNA fluorescence polarization; active = well fitted inhibition curve with a large enough effect in the polarisation, with a control signal flat, not every such curve was filed as active; inconclusive = small, poorly fitted or top-dose-only effect, or effect the other way, or a change in a side signal; inactive = no such curve, though single readings can be large or run the other way; the % refers to the polarisation; also: potency is read from the fitted curve at half-maximal effect
#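 Purified MLL-CXXC (added from a 7 uM solution) was preincubated 5 min at ambient with pinned compounds in 50 mM Tris-HCl pH 7.5, 50 mM NaCl, 1 mM DTT, 0.05% BSA. Fluorescein-labeled HOX-A9 DNA (50 nM solution) followed, 30 min, then polarization read.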
# ASM inhibitor: blocks human secretory acid sphingomyelinase; P17405; placental ASM, HMU-PC fluorogenic substrate, 60 min; Potency, µM (top dose mostly 57.5 µM), inactives show at the highest dose activity change, negative = inhibition, hits mostly inhibitors; 0.006% of 340,000 active; AID 504937; also: potency is read from the fitted curve at half-maximal effect
#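 Fluorogenic HMU-PC substrate (9 uM final) is turned over by placental ASM in 60 min at 37 C after a 10 min compound preincubation. Reaction ended by alkaline stop (pH 10), with fluorescence read at 386/447 nm.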
# MBNL1 CUG block: MBNL1-poly(CUG) RNA binding inhibition. Q9NR56. TR-FRET MBNL1-His/biotin-(CUG)12 binding, 665/545 ratio. Potency, µM (series often up to 57.5 µM), for the others: top-dose activity change, negative = inhibition, actives largely listed as inhibitors. 0.036% of 280,000 active. AID 2675; active = well fitted inhibition curve with a large enough effect in the signal ratio, with a control signal flat, not every such curve was filed as active; inconclusive = small, poorly fitted or top-dose-only effect, or effect the other way, or a change in a side signal; inactive = no such curve, though single readings can be large or run the other way; the % refers to the signal ratio; also: potency is read from the fitted curve at half-maximal effect; % is scaled to controls: 0 for no effect and ±100 for the full control effect
#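 Compounds (final 92 nM to 58 uM) are added to His-tagged MBNL1 and biotin-(CUG)12, then terbium anti-His antibody and streptavidin-XL665 (5 nM final). After 60 min at room temperature, the 665/545 nm ratio is read.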
# PTAP TSG101 blk: blocks PTAP/TSG101 interaction to inhibit HIV-1 budding. Potency, µM (series often up to 115 µM), for the others: at the highest dose activity change, negative = inhibition, usual class: inhibitors. Q99816. 340,000 tested, under 10 active. Fluorescence polarization, FITC-PTAP peptide / Tsg101 binding; active = well fitted inhibition curve with a large enough effect in the main read-out, with a control signal flat, not every such curve was filed as active; inconclusive = small, poorly fitted or top-dose-only effect, or effect the other way, or a change in a side signal; inactive = no such curve, though single readings can be large or run the other way; also: potency is read from the fitted curve at half-maximal effect; % of control where 0% means no effect
#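 Fluorescence polarization binding of Tsg101 binding domain (10 uM final) to FITC-labeled PTAP peptide (50 nM final) in HEPES pH 7.5 buffer with NaCl, Tween 20, EDTA, TCEP. Compounds added before peptide; binding 20 min at RT.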
# The depositor's hits bear a star; ? = inconclusive; . = not tested or not shown; [ ] = dose if it differs, or a comment. Unless noted, calls follow the shape of the dose curve; as a rule, active = well fitted curve in the direction sought with a large enough effect; inconclusive = small, poorly fitted or top-dose-only effect, or another doubt; inactive = no such curve, though single readings can be large; an effect the other way counts as inactive or inconclusive.
# Below each compound: Mito fusion act	Integrin act MD	TSHR antag	Menin MLL FP TR	MLL CXXC-DNA inh	ASM inhibitor	TCR act	MBNL1 CUG block	PTAP TSG101 blk	A-T KAP1 phos
O=C(CN(Cc1ccco1)C(=O)CCC(=O)Nc1ccccn1)NCc1ccccc1
  -3%	4%	-3	13%	23%	2%	-4%	-2%	-1%	1%
Cc1cccc(N2CCN(C(=O)CN3C(=O)NC(C)(C)C3=O)CC2)c1C
  -1%	-3%	-1	.	4%	6%	-8%	.	-2%	5%
CCC(=O)NC(=S)Nc1cccc(Cl)c1N1CCCCC1
  -14%	-27%	2	18%	3%	-6%	-10%	-2%	-5%	35µM*
CN(CC(=O)Nc1ccc(Cl)c(Cl)c1)C(=O)/C=C/c1ccc(F)cc1
  0%	2%	-13	16%	7%	-7%	1%[46.1 µM]	-10%	-2%	0%
CCC(COC)Oc1cc(NCc2ccccc2)c2ncn(C(C)C)c2c1 (stereo not drawn)
  18%	-14%	-2	.	.	4%	-2%	.	4%	6%
CCN(c1ccccc1)S(=O)(=O)c1cccc(C(=O)N(C)CC(=O)Nc2ccc(F)c(F)c2F)c1
  .	9%	.	.	.	-6%	-17%	.	-4%	.
O=C(Nc1ccc(S(=O)(=O)Nc2cnc3ccccc3n2)cc1)c1cccc(OC(F)F)c1
  -1%	-23%	-7	.	3%	46%[activator]	-11%	5%	-2%	6%
C=CCC[C@H](Cc1ccc(F)cc1)C(=O)OC[C@@H](NC(=O)[C@@H](CC=C)CC(=O)N[C@@H](CO)Cc1ccccc1)C(C)(C)C
  .	-39%	-20	.	.	-6%	2%	.	-3%	-2%
Cc1sc2nc(SCC(=O)N3CCN(CCO)CC3)n(-c3ccccc3)c(=O)c2c1C
  5%	-32%	6	-10%	-3%	1%	-3%	-4%	-16%	-3%
CCOC(=O)c1cnc2ccccc2c1Nc1ccc2c(c1)OCCO2
  23%	16%	17	-13%	-15%	-1%	0%[46.1 µM]	?	-1%	-21%
Cc1ccc(NC(=O)CN2C(=O)C3CC=CCC3C2=O)cc1S(=O)(=O)N1CCOCC1 (stereo not drawn)
  -4%	?	0	13%	9%	-3%	-2%	-1%	-11%	4%
Cc1ccc(-n2c(SCC(=O)NC3CCCCC3)nc3c(c2=O)SCC3)cc1
  2%	-3%	4	-11%	3%	2%	8%	2%	-3%	6%
CC(C)CC(C(=O)NC(=O)NCc1ccccc1)N1C(=O)c2ccccc2C1=O (stereo not drawn)
  1%	5%	-4	-3%	13%	5%	4%	3%	-3%	-12%
CN1CCN(S(=O)(=O)c2ccc(NC(=O)c3cccc(S(=O)(=O)N4CCCC4)c3)cc2)CC1
  1%	-20%	3	-3%	2%	-1%	6%	-8%	-4%	-3%
COc1cccc(-n2c(SC3CCOC3=O)nc3ccccc3c2=O)c1 (stereo not drawn)
  -1%	10%[7.66 µM]	-1	10%	-2%	1%	3%[46.1 µM]	-10%	-8%	1%
Cc1cccc(NC(=O)c2ccc3c(=O)n4c(nc3c2)CCCCC4)n1
  11%	-11%	-12	.	.	-3%	1%	.	-4%	0%
COCCN1C(=O)c2ccc(C(=O)NCc3ccco3)cc2C1=O
  -3%	-27%	1	.	2%	-1%	-4%	?	-4%	5%
COCCn1c(C)cc(C2=NNC(=Nc3ccccc3)SC2)c1C
  0%	26%	-11	14%	1%	6%	7%	7%	-6%	-5%
CCC(C)(C)n1nnnc1C(c1ccccc1F)N1CCN(C(=O)c2ccco2)CC1 (stereo not drawn)
  23%	4%	1	-18%	-7%	-1%	0%	0%	1%	0%
CC(=NNc1ccc2ccccc2n1)c1ccccc1O
  .	-9%	.	.	.	-1%	4%	.	0%	.
O=C(CC(c1ccco1)S(=O)(=O)c1ccccc1)c1ccc(F)cc1 (stereo not drawn)
  4%	-16%	-3	-20%	14%	1%	-5%	8%	-1%	-1%
O=C(NCc1ccccc1Cl)C1CCC(CNc2c(N3CCCCC3)c(=O)c2=O)CC1 (stereo not drawn)
  -4%	23%	-2	-5%	12%	-4%	5%	-9%	0%	-1%
COc1ccc(CCNC(=O)c2c[nH]c3ccccc3c2=O)cc1OC
  -3%	-28%	13	24%	10%	-1%	-4%	-7%	-1%	8%
COC(=O)c1ccccc1NC(=O)c1cnn2cccnc12
  -10%	21%	-1	-2%	-3%	2%	-3%	3%	-7%	-2%
CSc1nnc(SCC(=O)Nc2ccc3[nH]c(=O)[nH]c3c2)s1
  1%	8%	4	.	.	2%	2%	.	-7%	0%
Cc1ccc2[nH]c(O)c(N=NC(=O)CCc3ccccc3)c2c1Br
  15%	11%	-7	-7%	-3%	.	4%[46.1 µM]	-1%	-4%	6%
Cc1cccnc1CN1CCN(Cc2nc(Cc3cccc(F)c3)no2)CC1
  -4%	0%	4	-22%	-10%	5%	3%	4%	-6%	2%
O=C(CC1C(=O)NCCN1Cc1cccc(F)c1F)NCCCC1CCCC1 (stereo not drawn)
  0%	-29%	-82*	.	0%	-2%	1%	8%	1%	17%
O=C(Nc1cccc(-c2nc3ccccc3s2)c1)c1cccs1
  ?	-21%	-13	?	13%	-25%	3%[46.1 µM]	-6%	-3%	1%
O=C(CN(C(=O)c1csnn1)c1cccc(Cl)c1)NC1CCCCC1
  -3%	?	-1	.	4%	2%	-2%	5%	-1%	-3%
O=C(O)/C=C/c1cccc(NC(=O)c2ccc(Cl)cc2)c1
  11%	-15%	-16	8%	-5%	-2%	-1%	3%	0%	12%
O=C(O)C1=C[C@@H](C2CCCCC2)C[C@@H](OCCCCO)O1
  1%	22%	4	0%	-5%	7%	5%	-7%	1%	12%
NS(=O)(=O)c1ccc(CNC(=S)Nc2ccc(F)c(Cl)c2)cc1
  0%	12%	2	?	5%	-1%	2%	-28%	1%	14%
COc1ccc(C(=O)N2CCN(Cc3ccccn3)CC2)cc1
  -6%	-7%	-6	-28%	25%	-1%	-5%	-5%	-6%	3%
Cc1c(C(=O)Nc2cccc(Cl)c2)oc2ccc(S(=O)(=O)N3CCC4(CC3)OCCO4)cc12
  7%	-15%[7.66 µM]	22	5%	4%	?	3%	86%[activator]	-6%	3%
CC(C)Sc1nc2ccc(N3C(=O)C4CCCCC4C3=O)cc2s1 (stereo not drawn)
  0%	27%	4	?	0%	-8%	3%[46.1 µM]	-1%	1%	-7%
COc1cc(Nc2nc3ccccc3n3nnnc23)cc(OC)c1OC
  -1%	11%	-11	12%[11.7 µM]	40%[activator]	24%	-2%	23%	13%	15%
NC(=O)c1ccccc1NC(=O)Nc1ccccc1Cl
  -7%	16%	2	14%	4%	4%	8%	-2%	-2%	2%
COc1ccc(C(=O)CSc2nnc(CNC(=O)c3ccccc3F)n2C)cc1OC
  -1%	1%	6	-1%	10%	2%	0%	19%	-3%	-6%
CC1CCc2c(C(=O)Nc3ccccn3)csc2C1 (stereo not drawn)
  -8%	?	-4	.	-7%	0%	-38%	-9%	-3%	4%
CC(C)CCn1nnnc1CN1CCN(C(c2ccccc2)c2ccccc2)CC1
  3%	-11%	11	?	5%	0%	-5%	-5%	-10%	2%
COc1cc(C#Cc2c(-c3cncn3C)n(C)c3ccc(-c4ccc(OC)nc4)cc23)cc(OC)c1
  -27%	9%	0	.	.	-13%	2%	.	-2%	32µM*
Cc1c(/C=N\NC(=O)C2COc3ccccc3O2)c2ccccc2n1C (stereo not drawn)
  2%	-14%	27	11%	-1%	?	2%[46.1 µM]	-22%	-7%	-2%
COC(=O)C(OC(=O)c1ccc(OC)cc1)C(=O)OC
  1%	15%	-5	9%	0%	-1%	1%[46.1 µM]	-7%	-8%	-2%
O=C(/C=C\c1cccs1)c1c(O)ccc2ccc(=O)oc12
  ?	-52%[inhibitor]	-2	-5%	4%	0%	-6%[46.1 µM]	?	0%	1%
Cc1coc2c(C)c3oc(=O)c(CCC(=O)NCc4ccccn4)c(C)c3cc12
  11%	-18%	11	?	-13%	28%	-3%	172%[activator]	-1%	13%

# Some of the compounds tested, so the mix of outcomes need not match the whole.
